KKLEB cytotox = reduces viability of KKLEB cystic fibrosis airway cells | KKLEB CF airway cells viability, ATPlite luminescence, overnight; hits give low values; cells stimulated with P. aeruginosa culture filtrate | activity change (cytotoxicity), % at 5 µM | actives 0.36% (n = 360,000) | AID 602141;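 active means corrected activity change at or below -50% at 5 µM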
LMP1 NFkB inh = reduces LMP1-driven NF-kappaB luciferase signal; LMP1-induced NF-kappaB luciferase reporter cells, luminescence; inhibition, % at 12.5 µM; actives 0.69% (n = 350,000); in the data active means inhibition above about 41%;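 further: 0% = neutral control wells and 100% = reference inhibitor control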
TRAIL sens C8 = sensitizes caspase-8 expressing cells to TRAIL | AID 624354 | inhibition (viability loss, TRAIL sensitization), % at 10 µM | NB7+C8 cells + TRAIL, ATPlite viability luminescence | actives 1% (n = 360,000);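 active means compounds causing at least 50% loss of cell viability in the single-dose screen, relative to plate controls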
NR5A2 inv ag = suppresses constitutive activity of human LRH-1; inhibition, % at 3.6 µM; HEK293T StAR-luciferase reporter, LRH-1 transfected, 24 h; actives 0.13% (n = 360,000); AID 602396; O00482;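 active means inhibition above the mean inhibition of all tested compounds plus 3 SD, cut at about 73% in these data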;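 further: 0% = DMSO wells and 100% = reporter-only cells lacking LRH-1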
TWEAK-Fn14 inh = blocks TWEAK-Fn14 interaction in a reporter cell assay. inhibition, % at 10 µM. AID 1159606. TWEAK-stimulated Fn14 reporter cells, luciferase luminescence, 8 h. actives 2% (n = 360,000); in the data active means inhibition above about 50%
TROY signal inh = inhibitors of TROY-dependent NF-kB signaling. actives 0.98% (n = 360,000). Q293 LMP1-TROYcd NF-kB luciferase reporter, 4 h. AID 1347056. inhibition, % at 10 µM;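 active means compounds whose plate-normalised and pattern-corrected inhibition of the luciferase reporter signal at the single screening dose is 50% or more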
CF NFkB inh = blocks PAF-induced NF-kB reporter in cystic fibrosis cells; KKLEB NF-kB-GFP reporter, GFP fluorescence overnight; actives 0.86% (n = 360,000); inhibition, % at 5 µM;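 active means at least 50% inhibition at 5 µM, scaled per plate between neutral and stimulator controls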;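 further: PAF is a Pseudomonas aeruginosa culture filtrate used as stimulus; plate controls were PAF-stimulated DMSO wells for no effect and unstimulated DMSO wells for full effect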
NCOA3 inh = inhibits human SRC3 coactivator | inhibition, % at 3.6 µM | Q9Y6Q9 | AID 588352 | actives 0.17% (n = 360,000) | HEK293 GAL4-SRC3 luciferase reporter, luminescence;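 active means inhibition above a per-campaign cutoff, the mean of all compounds plus 3 SD, cut at about 60% in these data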;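 further: 0% = DMSO-treated cells and 100% = gossypol-treated cells at 36 µM; higher means less SRC3-driven luciferase light from the GAL4 reporter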
SRC2 inh = inhibits human steroid receptor coactivator 2; Q15596; AID 651957; actives 0.17% (n = 370,000); inhibition, % at 9 µM; HEK293 GAL4-SRC2 luciferase reporter, luminescence;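 active means inhibition above the mean inhibition of all tested compounds plus 3 SD, set per campaign, cut at about 52% in these data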;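 further: 0% = DMSO treated cells and 100% = cells given Gossypol at 36 µM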
COUP-TFII inh = NR2F2 (human) inhibition, primary screen | P24468 | HEK293T NGFI-A luciferase reporter, luminescence | inhibition, % at 8.6 µM | actives 0.7% (n = 370,000) | AID 686940;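 active means inhibition above a per-plate cutoff, mean inhibition of test wells between control levels plus 3 SD, cut at about 38% in these data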;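 further: cells cotransfected with COUP-TFII expression vector driving the NGFI-A reporter; 0% = median of COUP-TF2 test wells and 100% = reporter-only cells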
SRC1 inh = inhibitors of human steroid receptor coactivator 1 (SRC1); actives 0.12% (n = 360,000); AID 588354; HEK293 GAL4-SRC1 luciferase reporter, luminescence; inhibition, % at 3.6 µM;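 active means inhibition above the campaign mean plus 3 SD, with each screening campaign given its own cutoff, cut at about 60% in these data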;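 further: 0% = DMSO treated cells and 100% = gossypol at 36 µM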
Numbers without * were called inactive; · = no result given. Rows are unselected; any-hit rate near 4.2%.

SMILES	KKLEB cytotox	LMP1 NFkB inh	TRAIL sens C8	NR5A2 inv ag	TWEAK-Fn14 inh	TROY signal inh	CF NFkB inh	NCOA3 inh	SRC2 inh	COUP-TFII inh	SRC1 inh
CCC(=O)N(CC)Cc1cc(=O)[nH]c2ccccc12	10	2	1	2	21	25	-15	7	-8	13	-18
CS(=O)(=O)N1CCN(S(=O)(=O)c2ccccc2[N+](=O)[O-])CC1	9	2	-4	0	-14	11	14	17	-4	-6	3
CCN(CC)S(=O)(=O)c1ccc2oc(SCC(=O)NC3CC3)nc2c1	6	-5	-15	-11	5	10	-12	-1	4	7	-11
CN1C(=O)Cc2cc(S(=O)(=O)NCCc3ccc(Cl)cc3)ccc21	20	-1	0	-12	-10	-10	4	-4	15	6	7
CCCNC(=O)Cc1c(OC)ccc2cc(Br)ccc12	-5	10	9	9	7	9	-1	19	16	5	21
C=CCN1C(=O)C2(OCCCO2)c2cccc(Cl)c21	28	4	1	-5	10	18	5	-7	5	16	-2
O=C(Nc1cccc(NC(=O)c2ncn[nH]2)c1)c1cccc(Cl)c1	4	-4	5	6	-1	7	3	4	7	4	3
CN(C(=O)CSc1nnc(-c2ccccc2)o1)c1c(N)n(Cc2ccccc2)c(=O)[nH]c1=O	13	-1	-6	-2	13	-14	0	6	0	-20	1
COC(=O)CNC(=O)c1cccc(F)c1	7	-5	4	17	-10	11	-8	6	1	-3	-9
CCOC(=O)c1sc(NC(=O)CCN2C(=O)C3CCCCC3C2=O)cc1C (centres undefined)	-4	-8	-1	8	-2	-3	9	7	10	-11	-7
COc1cccc(-c2nc(CS(=O)(=O)CC(=O)NC3CCCC3)c(C)o2)c1	-25	3	8	-10	12	-18	14	5	9	-13	5
O=C(CSCC(=O)N1CCOCC1)Nc1nc(-c2ccc3c(c2)OCO3)cs1	-4	0	11	-80	2	-13	15	-35	-30	-74	-25
COC(=O)Nc1nnc(Cc2ccc(OC)cc2)s1	2	-7	-13	5	-17	-15	10	-8	-8	-4	-3
COc1cc(-c2ccc3c(=O)c4ccccc4n(C)c3c2)cc(OC)c1OC	-4	7	26	-16	4	-22	-1	14	-13	-71	-8
CC1=CC(C)(C)N(C(=O)CCl)c2cc(C)ccc21	6	0	0	-31	11	11	-12	8	15	-12	-2
CCCC(C)NC(=O)Cn1c(=O)c2c(ncn2CCC(C)C)n(Cc2ccccc2)c1=O (centres undefined)	12	3	3	-7	2	-21	7	-2	-16	11	13
Cc1csc(NC(=O)c2ccc3c(c2)OCO3)n1	2	11	0	-154	9	-36	-10	-80	-18	-69	-79
O=C(N/N=C/c1ccccc1)c1[nH]ncc1Br	16	-16	27	-121	-7	-47	-18	-99	-97	-52	-118
COc1cccc(N2CCN(c3ccc(S(=O)(=O)N4CCN(C)CC4)cc3[N+](=O)[O-])CC2)c1	-11	3	3	-2	21	7	-34	-23	15	15	-16
Cn1c(CN(O)S(=O)(=O)c2ccc(Cl)cc2)nnc1C(F)(F)F	4	3	-11	-9	4	3	1	3	5	13	1
COc1ccc2c(CCNC(=O)c3ccc([N+](=O)[O-])cc3)c[nH]c2c1	-6	-3	3	15	-28	-8	-7	-3	-15	3	6
O=C(O)COCC(=O)Nc1cc(C(F)(F)F)cc(C(F)(F)F)c1	11	-2	-6	-5	3	4	-14	-47	28	-11	1
Cc1ccc2c(c1)[C@H]1OCC[C@H]1[C@@H](c1ccncc1)N2	15	-18	-24	1	12	-4	18	-7	-2	-10	-4
O=C(CN(c1ccccc1)S(=O)(=O)c1ccc(F)cc1)N1CCCCCC1	-19	2	-2	-2	-18	-7	7	6	-5	7	-2
COC(=O)c1cc(Br)c(=O)n(Cc2ccc3c(c2)OCO3)c1	2	1	2	3	-23	3	-47	6	-14	-7	-3
COc1ccc(NC(=O)Nc2ccc([N+](=O)[O-])cc2)cn1	-9	-2	7	3	-39	-4	-8	-13	-28	-19	-14
N=c1oc2ccc3ccccc3c2cc1-c1nc(-c2ccccc2)cs1	-15	1	-5	14	46	29	14	4	-5	5	-3
COc1ccc(C(=O)OCn2nnc3ccccc3c2=O)cc1	3	3	1	-6	10	-9	4	-9	-1	-1	-4
COc1ccc(NC(=O)CSc2ccccc2)c(OC)c1	-1	-38	3	-62	-31	-59	5	-59	-38	-19	-59
CCN1C(=NCCOC)N[C@@H](CCc2ccccc2)[C@H](C(=O)OC)[C@H]1C	-9	-2	-8	13	-3	0	15	5	-24	10	-1
COc1ccc(/C=N/c2nc3ccccc3n2C)cc1OC	0	2	4	-7	2	9	-14	13	-35	21	4
Cc1cc(C)cc(NC(=O)CSc2nc3c(c(=O)n2C)SC(C)C3)c1 (centres undefined)	4	9	33	15	-68	1	-8	-18	23	-9	10
CC1(C(=O)Nc2ccccc2)Cc2c(-c3cccc(C(N)=O)c3)ccnc2O1 (centres undefined)	-5	·	9	2	-11	-2	-24	-8	-18	-23	-2
COc1ccc(S(=O)(=O)N2CCOCC2)cc1NC(=O)CN1CCCCCC1	4	-5	-19	1	11	-9	0	-19	-18	-6	-9
COc1ccc(C2CC(c3cccc(C)c3)n3nc(N)nc3N2)cc1 (centres undefined)	10	-3	-13	9	6	-8	14	-22	9	11	-20
CC(C)c1nc2sc3c(NCc4ccco4)ncnc3c2c2c1COC(C)(C)C2	-66*	0	2	12	52*	·	78*	15	19	19	21
Cc1cc(C)nc(/N=C(\N)Nc2ccc(CC(=O)OC(C)C)cc2)n1	-6	-17	19	30	-16	0	4	19	5	51*	31
CCOc1ccccc1OCCCC(=O)ON=C(N)c1ccccc1	-23	-4	-5	26	3	-7	4	1	-8	-6	-9
CC1(OC(=O)C2CCCC2)C(=O)C=C2C=C(c3ccsc3)N(CCCCO)C=C2C1=O (centres undefined)	-2	8	-2	4	7	-3	32	3	-33	13	3
Cc1cccnc1Nc1ncnc(N)c1[N+](=O)[O-]	10	2	-9	1	13	13	11	5	-22	3	-19

Sorted by the number under NR5A2 inv ag (high to low): three of the compounds above.
Molecule,NR5A2 inv ag
COC(=O)CNC(=O)c1cccc(F)c1,17
COc1ccc(C2CC(c3cccc(C)c3)n3nc(N)nc3N2)cc1 (centres undefined),9
C=CCN1C(=O)C2(OCCCO2)c2cccc(Cl)c21,-5

Later entries.
SMILES	KKLEB cytotox	LMP1 NFkB inh	TRAIL sens C8	NR5A2 inv ag	TWEAK-Fn14 inh	TROY signal inh	CF NFkB inh	NCOA3 inh	SRC2 inh	COUP-TFII inh	SRC1 inh
CC(=O)N1CCC(C(=O)Nc2ccc(S(=O)(=O)N3CCCC(C)C3)cc2)CC1 (centres undefined)	2	4	15	8	7	-2	16	10	0	13	-24
O=C(Nc1cc(=O)[nH]c2ncnn12)c1ccccc1F	-9	0	0	15	-11	-39	-7	9	-6	10	1
COC(=O)c1cccc(N2C(=O)C(Cl)=C(N3CCOCC3)C2=O)c1	-3	-7	-9	32	3	-32	-12	5	10	-15	10
Cc1cc(C)n(/N=C/c2ccc(C(C)C)cc2)c(=O)c1C#N	14	10	2	-3	-13	5	4	-3	5	-7	-7
CCNc1nc2c(c(=O)n(C)c(=O)n2C)n1Cc1ccc(Cl)cc1	-1	12	2	29	25	10	0	15	26	53*	25
COc1cc(CNC(=O)c2nc(Cn3nc(C)c(Br)c3C)no2)cc(OC)c1	4	0	3	8	-9	1	-21	18	0	17	10
O=C(NN=C1CCCC1)c1ccccc1O	-2	-3	13	-78	-1	-21	10	-48	-22	-27	-29
CCOC(=O)[C@H]1[C@H]2COc3cc(OC)ccc3[C@@H]2N2C(=O)N(c3ccc(Cl)cc3)C(=O)[C@@]12C	-32	11	12	-20	-7	-24	11	-2	·	·	6
O=S1(=O)NC(=NCC(c2ccco2)N2CCCCC2)c2ccccc21 (centres undefined)	-16	-1	-21	2	6	18	-2	15	-40	8	-16
O=C(/C=C/c1ccccc1)c1c[nH]c2ccccc12	-42	-30	58*	-175	-4	-70	5	-141	-36	-23	-132
Cc1ccc(CNC(=O)c2cc(-c3cc(C)cc(C)c3O)n[nH]2)cc1	-6	-32	-8	-1	-9	41	1	15	3	-10	7
COc1ccc2oc(C(=O)OCC(=O)N(Cc3ccccc3)C(C)(C)C)c(C)c2c1	-12	-14	-1	26	-18	28	-8	-24	-6	7	1
CCN(CC)c1ncnc2c1ncn2[C@H]1CN(Cc2ccc(F)cc2)C[C@@H](CO)O1	16	·	0	3	-44	2	-4	5	-14	-3	1
CC(=O)CSc1ncnc2sc3c(c12)CCC3	1	1	-10	-11	33	-4	22	11	-12	11	-17
COc1cccc(NC(=O)c2nn(C)c(C(=O)Nc3cccc(OC)c3)c2[N+](=O)[O-])c1	1	0	-3	-2	4	-10	14	-10	5	4	9
COc1ccc(C(CNC(=O)c2cc(S(=O)(=O)N3CCCC3)ccc2Cl)N2CCCC2)cc1 (centres undefined)	-9	-2	-5	7	2	-6	4	17	-2	-9	1
COc1cc(CN2CCC(Cc3ccccc3)CC2)cc([N+](=O)[O-])c1O	-1	1	-8	4	9	-8	-4	-17	-4	2	-30
CCOc1cc(/C=N/NC(=O)c2nn(C)cc2Br)ccc1OCc1ccccc1Cl	13	9	13	-33	57*	30	-23	-19	6	-24	-4
CCOc1ccc(C(=O)Cn2cnc3ccccc3c2=O)cc1	-3	-12	15	-125	5	-60	5	-83	-33	-47	-66
COCCCn1c(-c2ccco2)nc2ccccc2c1=O	-15	-1	-12	0	-2	7	18	10	4	-5	-2
O=C(COC(=O)CNC(=O)c1cccc([N+](=O)[O-])c1)Nc1nc2ccccc2s1	-20	-9	-7	-24	6	5	7	-16	8	2	2
Cc1ccc(NC(=O)Cn2nnc(C(=O)NCc3cccs3)c2N)cc1F	10	-2	-1	2	-16	4	-20	-14	7	9	12
CC1CCN(C(=O)COC(=O)c2ccccc2NC(=O)c2ccco2)CC1	-5	-14	1	-39	0	-45	5	-21	-11	-7	-21
C=CCNC(=O)CSc1ccc(Cl)cc1	2	-3	1	-19	-1	-7	-17	-10	-39	-15	-8
CN(C)C(=O)c1cccc(-c2cccc(-c3nc(C(=O)NCc4ccccc4)cc4c3[C@H](CCO)N(S(=O)C(C)(C)C)C4)c2)c1 (some centres undefined)	-6	·	-4	1	-1	5	12	-24	-5	4	-5
COc1cc(S(=O)(=O)N2CCC(N3CCCCC3)CC2)ccc1-n1cnnn1	7	-18	3	-36	-5	18	1	-10	1	-10	-3
Cc1ccc(/C=N/NC(=O)c2cc(-c3ccncc3)nc3ccccc23)o1	-16	18	13	30	-4	33	36	10	-11	4	-29
COc1cccc(NC(=O)C(Sc2nc3ccccc3c(=O)n2CC(C)C)c2ccccc2)c1 (centres undefined)	-17	11	4	23	-18	-18	0	11	-5	-6	1

One compound at a time, from the list above. Order of values: KKLEB cytotox | LMP1 NFkB inh | TRAIL sens C8 | NR5A2 inv ag | TWEAK-Fn14 inh | TROY signal inh | CF NFkB inh | NCOA3 inh | SRC2 inh | COUP-TFII inh | SRC1 inh
CC1CCN(C(=O)COC(=O)c2ccccc2NC(=O)c2ccco2)CC1 in the list: -5 | -14 | 1 | -39 | 0 | -45 | 5 | -21 | -11 | -7 | -21
C=CCNC(=O)CSc1ccc(Cl)cc1 in the list: 2 | -3 | 1 | -19 | -1 | -7 | -17 | -10 | -39 | -15 | -8

Screening results: PubChem BioAssay, several laboratories
